Source: PubChem BioAssay (several laboratories)
RmlC RmlD mix: inhibitors of RmlC and RmlD coupled enzymes. RmlC/RmlD coupled enzyme inhibition, 384-well mixture HTS. inhibition, % at 5.5 µM. hit rate 0.39% among 110,000; in the data active = inhibition above about 30%, passing the limit was not always enough; inconclusive = no clear call, values can overlap the other calls; also: strong numbers were not always called active
HIV RNase H inh: inhibitors of HIV-1 reverse transcriptase RNase H. hit rate 1.9% among 65,000. RT-RNase H RNA/DNA duplex cleavage, fluorescence. inhibition, % at 10 µM; in the data active = inhibition above about 50%
Active calls of the source: *; u = inconclusive; x = not tested or not shown.

SMILES	RmlC RmlD mix	HIV RNase H inh
CC(Sc1nc(N2CCCCC2)c2c(c1C#N)CCCC2)C(=O)O (stereo unspecified)	6	7
Cc1ccccc1C(=O)NCc1ccncc1	9	-2
Cc1cc(NC(=O)c2ccc3nc(C)sc3c2)no1	8	-3
COc1ccc(CN(CCN(C)C)Cc2ccccc2)c(OC)c1	12	1
CC(=O)NS(=O)(=O)c1ccc(NC(=S)NC(=O)C(C)C)cc1	-8	x
Cc1ccc(CCN2CC(C(=O)NCCN3CCOCC3)CC2=O)cc1 (stereo unspecified)	4	-27
COc1ccc(-c2cc(-c3ccccc3)nc3ncnn23)cc1	u	x
COc1ccccc1NC(=S)NNC(=O)c1c(Cl)c(C)nn1C	-17	x
CN(C)S(=O)(=O)c1cccc(-c2cn3cc(Cl)ccc3n2)c1	-6	x
OC1(c2cccc(C(F)(F)F)c2)CCNCC1	-16	-6
COCCNC(=O)C(c1ccccc1)N(Cc1cccs1)C(=O)Cn1nnc2ccccc21 (stereo unspecified)	-10	-5
COC(=O)C1C(OC(=O)c2ccccc2)CC2CCC1N2C (stereo unspecified)	-8	x
Cc1nnc(NC(=O)C2CCCN(S(=O)(=O)c3ccccc3C(F)(F)F)C2)s1 (stereo unspecified)	-8	4
CCOC(=O)c1ccc(Nc2cc3ccccc3c(=O)[nH]2)cc1	-27	x
Cc1nnc(C)c2c(C)n(-c3ccc(Br)cc3)c(C)c12	-9	0
Cc1cc(C)n(-c2nc3ccccc3c(=O)n2OCC(=O)N(C)C)n1	13	-1
O=C(N[C@@H](c1ccccc1)[C@H](O)c1ccccc1)[C@@H]1CCCN1C(=O)OCc1ccccc1	-10	x
O=C(Nc1ccc(OCC(F)(F)C(F)F)c(C(F)(F)F)c1)c1ccccc1O	5	x
CCc1nnc(NC(=O)CSc2nnc(COc3ccc(C)cc3)n2-c2ccccc2)s1	-10	19
CN(CC(=O)N1CCCCCC1)S(=O)(=O)c1ccc(Br)s1	-1	-21
CSCC[C@H](NC(=O)Nc1ccc(C)cc1C)C(=O)O	-11	-6
COc1cccc(/C=N/Nc2ccc(S(=O)(=O)O)cc2)c1O	-4	x
CCC(C)NC(=O)C1CCCN1S(=O)(=O)c1ccc(Cl)cc1 (stereo unspecified)	7	x
CSc1nc(-c2ccco2)cc(-c2ccccc2)c1C#N	-4	10
CCCNC(=O)CC1Sc2ccccc2NC1=O (stereo unspecified)	6	-2
CCN1CCN(CC(=O)c2c(C)n(Cc3ccccc3)c3ccc(OC)cc23)CC1	3	x
CCS(=O)c1ccccc1C(=O)O (stereo unspecified)	-9	-1
CC(C)(O)CCc1c(-c2ccc(O)cc2O)oc2c3c(cc(O)c2c1=O)OC(C)(C)C=C3	1	x
CCOC(=O)c1cccc(NC(=O)CSc2nnc(-c3cccnc3)n2C)c1	4	0
Cc1onc(-c2c(F)cccc2Cl)c1C(=O)OCn1nnc2ccccc2c1=O	-7	-69
O=C(COc1ccc(Br)cc1)N1CCOCC1	0	x
O=C(NCCc1ccc(Cl)cc1)C1CCN(S(=O)(=O)N2CCCCC2)CC1	9	7
Cc1ccc2c(c1)C1CN(C)CCC1N2C(=O)Cc1cccs1 (stereo unspecified)	3	-5
O=C1OC(c2ccccc2)C2(CCCC2)C(=O)C12CCCC2 (stereo unspecified)	-8	x
CCOc1ccc(-n2ccnc2SCC(=O)Nc2nnc(CC)s2)cc1	-13	-9
O=C1C2C(C(=O)N1/N=C/c1ccco1)C1C=CC2C12CC2 (stereo unspecified)	-46	x
O=C(NCC1CCCO1)c1ccc(C(=O)NCC2CCCO2)cc1 (stereo unspecified)	5	-7
CCOC(=O)CNC(=O)CSc1nnc(-c2ccncc2)n1-c1ccc(Cl)cc1	-13	x
Nc1nonc1C(=O)NCCNCc1cc(Br)ccc1OCc1ccc(F)cc1	14	-5
CCNc1nc(Oc2ccc(C(=O)OC)cc2)nc(SC)n1	3	-2
COc1ccccc1C(CC(N)=O)c1ccco1 (stereo unspecified)	5	x
Cc1ccc(C)n1-c1ccc(N2CCOCC2)nc1	22	-7
Cc1ccc(C(C(=O)NCc2ccco2)N(Cc2ccco2)C(=O)CNC(=O)c2ccco2)cc1 (stereo unspecified)	6	2
CCCSc1nc(N)cc(=O)[nH]1	-10	-6
Cc1ccc(SCCC(=O)Nc2cccc(N(C)S(C)(=O)=O)c2)cc1	-7	x
CCOc1ccc(CNC(=O)C2CCN(S(=O)(=O)N3CCCC3)CC2)cc1OC	-16	-20
CCc1ccc(CNc2ccc(O)cc2)cc1	5	14
O=C(Nc1sc2c(c1C(=O)NCc1cccnc1)CCCC2)c1ccco1	-13	-6
O=C(CC1(O)C(=O)N(C/C=C/c2ccccc2)c2ccccc21)c1ccccn1 (stereo unspecified)	7	-9
COC(=O)CN(c1ccc2c(c1)OCCO2)S(=O)(=O)c1ccccc1	-5	-14
O=C(NCCCn1ccnc1)c1ccc(S(=O)(=O)N2CCCCCC2)cc1	-11	x
S=c1[nH]nc(-c2ccccc2)n1Cc1ccccc1	2	-11
COc1cc(/C=N/NC(N)=S)ccc1OCC(=O)Nc1ccc(C)c(C)c1	14	x
COC(=O)c1cccnc1NC(=S)NNC(=O)c1ccccc1	-1	x
Cc1cccc(N2CCN(CC(=O)Nc3nccs3)CC2)c1C	7	x
C/C(CCc1ccc2c(c1)OCO2)=N\N=C(/N)SC1CC(=O)N(c2ccccc2F)C1=O (stereo unspecified)	5	x
COc1ccc(C(=O)Nc2ccc(-c3cn4ccsc4n3)cc2)cc1S(=O)(=O)N1CCOCC1	2	1
CCCc1ccc(OCc2ccc(C(=O)O)o2)c(OC)c1	4	x
CCS(=O)(=O)N1CCN(c2ccc([N+](=O)[O-])c(NC(C)c3ccccc3)c2)CC1 (stereo unspecified)	-12	x
CC1=CC(c2ccc(Cl)cc2)n2ncnc2N1 (stereo unspecified)	3	x

Compound profiles, as listed above. Order of screens: RmlC RmlD mix | HIV RNase H inh
`COc1ccc(C(=O)Nc2ccc(-c3cn4ccsc4n3)cc2)cc1S(=O)(=O)N1CCOCC1` as listed: 2 | 1
`CCc1ccc(CNc2ccc(O)cc2)cc1` as listed: 5 | 14
`CCCc1ccc(OCc2ccc(C(=O)O)o2)c(OC)c1` as listed: 4 | x
`Cc1ccc(C)n1-c1ccc(N2CCOCC2)nc1` as listed: 22 | -7
`COC(=O)CN(c1ccc2c(c1)OCCO2)S(=O)(=O)c1ccccc1` as listed: -5 | -14

(next part)
SMILES	RmlC RmlD mix	HIV RNase H inh
CSc1nc2ccc(Nc3nc(N4CCOCC4)nc(N4CCOCC4)n3)cc2s1	-10	-7
COc1cc2c(cc1O)C(Cc1ccc(O)cc1)NCC2 (stereo unspecified)	-13	x
NC(=O)C1CCN(C(=O)C2CCN(S(=O)(=O)c3ccccc3)CC2)CC1	8	-2
COC(=O)C1=C(C)N(C)C(C)=C(C(=O)OC)C1c1ccccc1C	-10	-10
CC(=O)c1ccc(NC(=O)c2cnn3c(C(F)F)cc(C4CC4)nc23)cc1	13	x
CCOCCn1c(CN2CCN(C)CC2)nc2c1c(=O)n(C)c(=O)n2C	13	-8
CCCCCCSc1nsc(NC(C)=O)n1	2	-6
CCC1=CC(c2ccccc2)n2ncnc2N1 (stereo unspecified)	12	x
CC(C)(C)NC(=O)c1cccc(NC(=O)c2ccc(NC(=O)c3ccco3)cc2)c1	5	12
CCn1ccnc1C(O)c1cccc(OC)c1 (stereo unspecified)	-8	1
COc1ccc(N2CCN(C(=O)CN3C(=O)C4CC=CCC4C3=O)CC2)cc1 (stereo unspecified)	-8	4
Cc1cc2c(cc1C)NC1(C(=O)Nc3ccccc31)C1=C(CC(C)(C)CC1=O)N2 (stereo unspecified)	-2	4
CCOC(=O)c1ccc(COC(=O)CCc2nc3ccccc3[nH]c2=O)o1	-3	-27
CC[N+](CC)(CC)CCCOC(=O)C(O)(c1ccccc1)C1CCCCC1 (stereo unspecified)	0	x
CC(=O)c1cccc(NC(=O)C2CCCN2S(=O)(=O)c2cccc3nsnc23)c1 (stereo unspecified)	33	x
COCCn1nnnc1CN(Cc1ccco1)Cc1cc2cc3c(cc2[nH]c1=O)OCO3	24	x
Nc1c(C(=O)NC2CC2)c2nc3ccccc3nc2n1-c1ccc2c(c1)OCO2	-40	0
CCC(=O)Nc1c(C#N)c2nc3ccccc3nc2n1C1CCCCC1	6	18
Cc1ccc(NC(=O)c2cc(N3CCOCC3)nc3ccccc23)cc1	-19	-1
O=C(Nc1cccc2ccccc12)NC1CCCc2ccccc21 (stereo unspecified)	3	x
Clc1ccc(OCCn2cnc3ccccc32)c(Cl)c1	-16	x
COC(=O)c1ccccc1N1C(=O)C2C(C1=O)[C@H]1C=C[C@@H]2C1 (stereo partly specified)	7	-4
COc1cccc(NC(=O)N2CCC(C(=O)Nc3ccc(C)cc3C)CC2)c1	4	-14
O=C(Nc1ccc2nc(-c3ccc(Br)o3)[nH]c2c1)c1ccco1	7	55*
CCc1ccc(OCC(=O)NCCOc2ccccc2)cc1	7	x
Cn1c2ccccc2c2nnc(SCc3ccc4nonc4c3)nc21	-8	4
Cc1cc(C)c(NS(=O)(=O)c2ccc(Cl)c(C(=O)O)c2)c(C)c1	-9	x
N#Cc1c(N)nc(SCC(=O)NC2CCCCC2)c(C#N)c1-c1ccc(Cl)cc1	12	82*
COc1ccc(NS(=O)(=O)c2c(C)[nH]c(=O)[nH]c2=O)c(OC)c1	-11	0
Cc1ccc(NC=C(S(=O)(=O)c2ccccc2)S(=O)(=O)c2ccccc2)c(C)c1	3	x
COC(=O)C(NC(=O)c1ccc(Cl)cc1)(Nc1nc(C)cs1)C(F)(F)F (stereo unspecified)	4	x
CCOC(=O)CSc1nnc(-c2ccoc2C)n1-c1ccc(C)cc1	21	x
Cn1nnnc1SCC(=O)NC(=O)Cc1ccccc1	1	-1
CCN1CCN(c2ncnc3c2sc(=S)n3-c2ccccc2)CC1	3	-8
O=C(NCCN1C(=O)CCC1=O)c1ccncc1	-5	2
O=C(NC1CCCCCCC1)C1CCCN(S(=O)(=O)c2cnc[nH]2)C1 (stereo unspecified)	7	-4
CCOc1ccc(CCNC(=O)C2CCN(c3nnc(-n4cccc4)s3)CC2)cc1OCC	6	-5
CC12CC(c3ccccc3O1)N(C(=O)c1ccco1)C(=S)N2c1ccccc1 (stereo unspecified)	-26	x
COc1ccc(NS(=O)(=O)c2ccc3oc(Nc4ccc5c(c4)OCCO5)nc3c2)cc1	-5	22
CC(C)(C)NC(=O)NC(=O)CSc1nnc(-c2ccccc2F)n1N	-7	x

Entries listed so far with fluorine:
SMILES	RmlC RmlD mix	HIV RNase H inh
OC1(c2cccc(C(F)(F)F)c2)CCNCC1	-16	-6
Cc1nnc(NC(=O)C2CCCN(S(=O)(=O)c3ccccc3C(F)(F)F)C2)s1 (stereo unspecified)	-8	4
O=C(Nc1ccc(OCC(F)(F)C(F)F)c(C(F)(F)F)c1)c1ccccc1O	5	x
Cc1onc(-c2c(F)cccc2Cl)c1C(=O)OCn1nnc2ccccc2c1=O	-7	-69
Nc1nonc1C(=O)NCCNCc1cc(Br)ccc1OCc1ccc(F)cc1	14	-5
C/C(CCc1ccc2c(c1)OCO2)=N\N=C(/N)SC1CC(=O)N(c2ccccc2F)C1=O (stereo unspecified)	5	x
CC(=O)c1ccc(NC(=O)c2cnn3c(C(F)F)cc(C4CC4)nc23)cc1	13	x
COC(=O)C(NC(=O)c1ccc(Cl)cc1)(Nc1nc(C)cs1)C(F)(F)F (stereo unspecified)	4	x
CC(C)(C)NC(=O)NC(=O)CSc1nnc(-c2ccccc2F)n1N	-7	x

Later entries
SMILES	RmlC RmlD mix	HIV RNase H inh
O=C(C1CC(=O)N(C2CCCC2)C1)N1CCN(c2ccc(F)cc2)CC1 (stereo unspecified)	9	-7
Cc1ccc(-c2cc(C(F)(F)F)n3ncc(C(=O)NCc4ccco4)c3n2)cc1	28	63*
O=c1[nH]c(=O)n(-c2cccc(Cl)c2)c(O)c1/C=N/c1ccccn1	-10	-4
COc1ccc(C(=O)N2CCC(C(=O)Nc3cccc(C)c3)CC2)cc1OC	-12	22
CCO[C@H]1OC(C(=O)N2CCN(C)CC2)=C[C@@H](c2ccc(Br)cc2)[C@@H]1CCCO	9	x
CCCCCCn1c(=O)c(F)cn(Cc2ccc(OC)c([N+](=O)[O-])c2)c1=O	4	x
COc1cc(C(CCN2CCCC2)c2c(OC)cc(OC)c3c(-c4ccccc4)cc(=O)oc23)cc(OC)c1OC (stereo unspecified)	3	x
CCOC(=O)c1ccc(NC2c3ccccc3C(=O)N2c2cccnc2)cc1 (stereo unspecified)	-7	1
COC(=O)C1CCN(C(=O)C2CCCCC2)CC1	8	-5
Clc1ccc(Cc2ccc(SCc3ccccc3)nn2)c(Cl)c1	1	x
COc1cc(C(=O)Nc2nc3ccc(C)cc3s2)ccc1OCc1c(C)noc1C	-27	x
Cc1ccccc1NC(NC(=O)c1cccs1)C(Cl)(Cl)Cl (stereo unspecified)	-10	x
Cc1cccc(-c2noc(CSc3ccccc3)n2)c1	4	x
CCOc1ccc(-n2cc(C(=O)N3CCN(C)CC3)c3cc(OC)c(OC)cc3c2=O)cc1	-11	-1
CSc1cc(-c2ccc(Cl)cc2)n(Cc2ccccc2)c(=O)c1C#N	28	x
COC(=O)Cc1cc(=O)oc2cc(OC)ccc12	12	x
CN(C)CCCNC(=O)CC(c1ccc(F)cc1)c1ccco1 (stereo unspecified)	-12	-3
CC(C)NCC(O)c1cc(O)cc(O)c1 (stereo unspecified)	-10	x
Cc1ccc(O)c(C2=NOC(O)(C(F)(F)C(F)F)C2)c1 (stereo unspecified)	4	-4
OCCOc1nnnn1-c1ccccc1	3	x
COc1ccccc1CC(NC(C)=O)C(=O)NC1CCN(c2nnnn2-c2ccccc2)CC1 (stereo unspecified)	-15	-7
Cc1nn(C(=O)c2cccs2)c(N)c1-c1ccccc1	-11	-10

Some of the entries above in a different format.
Second line of a record – RmlC RmlD mix	HIV RNase H inh
O=c1[nH]c(=O)n(-c2cccc(Cl)c2)c(O)c1/C=N/c1ccccn1
 : -10	-4
COc1ccc(C(=O)N2CCC(C(=O)Nc3cccc(C)c3)CC2)cc1OC
 : -12	22
CCO[C@H]1OC(C(=O)N2CCN(C)CC2)=C[C@@H](c2ccc(Br)cc2)[C@@H]1CCCO
 : 9	x

The list is partial (hit frequency here may not be typical).
